# Bioassay records (PubChem BioAssay)
# STAT3 inh – inhibitors of IL-6 induced STAT3 signaling. U3A cells, IL-6 STAT3-luciferase reporter, luminescence; host cell line lacks STAT1. inhibition, % at 5.5 µM. 190,000 compounds, 0.89% hits. AID 862;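 active = inhibition above the mean inhibition across all screened compounds plus 3 SD, cut at about 44% in these data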;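 also: 0% = DMSO only wells and 100% = 100 µM nifuroxazide control wells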
# FLuc inhib CS – Photinus pyralis luciferase inhibition counter-screen; AID 1006; P08659; ATPLite firefly luciferase biochemical luminescence, 10 min; inhibition, % at 10 µM; 200,000 compounds, 1.5% hits;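 active = inhibition above about 50% when tested at 10 µM, limit read from the data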
# Target sequence (P08659 whole entry, looked up): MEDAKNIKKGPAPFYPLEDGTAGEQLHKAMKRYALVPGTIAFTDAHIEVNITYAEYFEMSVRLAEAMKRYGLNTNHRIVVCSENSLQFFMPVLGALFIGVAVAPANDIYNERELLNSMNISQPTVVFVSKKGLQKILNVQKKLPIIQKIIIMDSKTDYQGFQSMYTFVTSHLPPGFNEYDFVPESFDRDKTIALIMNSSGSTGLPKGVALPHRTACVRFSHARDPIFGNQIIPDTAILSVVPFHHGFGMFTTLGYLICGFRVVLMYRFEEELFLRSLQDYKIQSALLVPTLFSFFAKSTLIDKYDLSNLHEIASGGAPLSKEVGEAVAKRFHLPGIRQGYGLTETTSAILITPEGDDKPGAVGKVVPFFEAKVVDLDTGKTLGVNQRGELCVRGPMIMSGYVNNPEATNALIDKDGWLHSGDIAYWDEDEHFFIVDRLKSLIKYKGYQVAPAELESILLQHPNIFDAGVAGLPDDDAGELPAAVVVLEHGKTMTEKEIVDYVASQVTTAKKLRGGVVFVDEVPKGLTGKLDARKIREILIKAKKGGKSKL
# STAT3 activator – STAT3 signaling activation; 190,000 compounds, 0.91% hits; U3A cells, IL-6 STAT3-luciferase reporter, luminescence; 100% = signal with IL-6 EC80 alone; activation (% of control), % at 5.6 µM; AID 871;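 active = activation above the screen-wide mean of compound activation plus 3 SD, cut at about 130% in these data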;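 also: 0% = background luminescence of wells with medium and substrate only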
#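 Detection: reporter luminescence signal / Assay system: STAT1-lacking human U3A cells, STAT3 luciferase reporter / Incubation: compound pre-incubation 1 h before IL-6, then 6 h stimulation at 37 °C / Control set: IL-6-only high control / Read-out: % activation relative to IL-6 control / Probe or stimulus: Interleukin-6, 33 ng/mL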
# ROMK primary – modulators of human ROMK potassium channel; P48048; Tet-inducible ROMK, thallium flux fluorescence; actives lie on both sides; B-score at 10 µM; 130,000 compounds, 2% hits;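 active = signal ratio slope over the read window, or its plate-corrected B-score, at least 3 SD from the plate mean, either direction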;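 also: B-score of the F/F0 ratio slope over 7 to 12 s after thallium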
# Target sequence (P48048 whole entry, looked up): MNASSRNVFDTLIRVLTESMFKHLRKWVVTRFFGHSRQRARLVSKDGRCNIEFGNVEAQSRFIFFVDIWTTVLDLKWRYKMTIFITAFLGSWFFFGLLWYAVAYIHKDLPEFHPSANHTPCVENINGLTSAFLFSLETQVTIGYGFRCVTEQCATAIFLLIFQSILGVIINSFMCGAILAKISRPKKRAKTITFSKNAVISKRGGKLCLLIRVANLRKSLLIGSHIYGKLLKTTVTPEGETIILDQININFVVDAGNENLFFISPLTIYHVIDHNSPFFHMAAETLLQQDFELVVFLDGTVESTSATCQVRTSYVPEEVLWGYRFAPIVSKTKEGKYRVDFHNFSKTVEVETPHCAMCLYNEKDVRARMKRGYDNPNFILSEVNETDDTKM
# FLuc act counter – affects firefly luciferase, flagging false hits in luciferase stimulation screens; P08659; ATPlite luciferase biochemical, luminescence, 10 min; 0 = ATP-free wells, 1 = DMSO control; activation factor at 10 µM; 200,000 tested, under 10 active; AID 1027;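 active = luciferase activation factor, scaled between plate controls, of at least 2 with compound at 10 µM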
#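 assay system = Luciferase/luciferin detection reagent, cell-free biochemical luciferase assay | also added = ATP substrate | times = 10 min post-reagent at room temperature | measured by = luminescence from luciferase reaction | measure = luciferase activation, seen as luminescence increase over controls | benchmarks = low control with PBS replacing ATP, high control enzyme plus ATP without compound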
# APP transl inh – APP translation inhibition; SH-SY5Y APP 5'UTR-luciferase reporter, luminescence; AID 1285; inhibition, % at 2 µM; 190,000 compounds, 0.82% hits;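 active = inhibition above a set limit, derived from the sample mean plus 3 SD, cut at about 45% in these data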; also: values of inactives mirror those of a sister screen read the other way
# STAT1 act – activators of IFN-gamma induced STAT1 signaling; NIH 3T3 STAT1-luciferase reporter, luminescence; 100% = IFN-gamma alone, no compound; activation (% of control), % at 5.5 µM; 200,000 compounds, 2.6% hits; AID 932;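 active = activation above the screen-wide mean activation plus 3 SD, cut at about 130% in these data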;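 also: raw ratio to IFN-gamma control signal so 100% means no change and 0% no light; values of inactives mirror those of a sister screen read the other way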
# APP 5'UTR act – activates APP 5'UTR luciferase reporter; SH-SY5Y APP 5'UTR luciferase reporter, luminescence; zero percent = DMSO vehicle wells; activation, % at 2 µM; 190,000 compounds, 1% hits; AID 1276;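 active = activation above a set limit, based on mean plus 3 SD of controls, cut at about 140% in these data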; also: values of inactives mirror those of a sister screen read the other way
# STAT1 blocker – reduces IFN-gamma driven STAT1 reporter signal | NIH 3T3 STAT1-luciferase reporter, luminescence | 200,000 compounds, 0.35% hits | inhibition, % at 5.5 µM;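 active = inhibition above a set limit, the mean inhibition across all tested compounds plus 3 SD, cut at about 34% in these data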;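 also: 0% = IFN-gamma with DMSO and 100% = IFN-gamma with 300 µM nifuroxazide; values of inactives mirror those of a sister screen read the other way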
# NF-kB expr up – NF-kB expression increase, human neuronal cells. 190,000 compounds, 1.6% hits. fold change at 12.5 µM. NF-kB reporter expression; active compounds read high; in the data active = fold change above about 3.3
# * = called active by the depositor; . = not tested or not shown. The order is random (roughly 7.1% active in at least one column).
SMILES	STAT3 inh	FLuc inhib CS	STAT3 activator	ROMK primary	FLuc act counter	APP transl inh	STAT1 act	APP 5'UTR act	STAT1 blocker	NF-kB expr up
COc1ccc(C2CC(c3cccc(OC)c3)n3nc(N)nc3N2)cc1 (stereo unspecified)	-10	-8	109	.	1.1	10	103	-10	-2	0.92
CC(=O)c1ccc(N2CCN(C(=O)c3ccco3)CC2)c(F)c1	-16	1	115	.	1	-21	119	21	-20	1.7
CC(=O)C1=C(c2ccccc2)N(C(C)=O)n2c(C)nnc2S1	-7	-1	108	-1.9	1	-15	95	15	3	1.4
O=C(C1CCCN(c2nnc(-n3cccc3)s2)C1)N1CCN(c2ccccc2)CC1 (stereo unspecified)	8	3	97	.	1	11	101	-11	-1	0.55
CC1=CN2C(=N)/C(=C/c3ccco3)C(=O)N=C2S1	-20	92*	118	.	0.1	-136	206*	136*	-118	7.7*
Cc1noc(C)c1C(=O)N1CCN(c2ncccn2)CC1	6	-1	98	.	1	6	101	-5	-1	1.1
CCOc1ccccc1NC(=S)N(CCCN1CCOCC1)Cc1cn(C)c2ccccc12	-8	-1	106	-1.8	1	-8	100	7	0	0.74
N=c1n(CC(=O)c2cccc([N+](=O)[O-])c2)c2ccccc2n1Cc1ccccc1	5	-4	97	.	1	-9	100	9	-1	1.1
N#CCCN1CCN(S(=O)(=O)c2cc(Cl)ccc2Cl)CC1	2	-3	99	-0.83	1	16	93	-16	9	1
C#CCNC(=O)C1=C[C@H](c2coc3ccccc3c2=O)C[C@H](OCc2ccc(CO)cc2)O1	.	-2	.	.	1	2	97	-2	5	0.99
COc1ccc([N+](=O)[O-])cc1NC(C)C	-3	-3	103	1.3	1	0	102	0	-2	1.2
COc1ccc(C(C)=O)cc1CSc1ncccn1	0	-8	100	-0.52	1.1	8	103	-8	-3	1.3
CN1CCN(Cc2ccc(-c3ccc(Cl)cc3)o2)CC1	-3	-3	106	.	1	-14	108	13	-8	1.4
Cc1cc(C)c(NC(=O)C2CSCCS2)c(C)c1 (stereo unspecified)	2	4	102	.	1	-6	103	6	-3	1.2
CC(=O)OC(C(=O)NC1CCCCC1)c1ccccc1Cl (stereo unspecified)	-5	0	110	-0.39	1	-22	101	22	-3	1.1
COc1ccc(C(=O)NCC(=O)N/N=C/C(C)=C/c2ccccc2)cc1OC	-10	3	110	0	1	17	103	-17	-4	1.1
Cc1ccc(N/N=C(\C#N)C(N)=S)cc1C	8	-2	97	-1.1	1	-7	88	7	11	1.5
COCCN1C=C(C(=O)OC)C(c2cc(Br)c(OC)c(OC)c2)C(C(=O)OC)=C1	5	1	101	.	1	2	96	-2	5	0.96
COc1ccc2ccccc2c1/C=N/N1C(=O)CSC1=S	6	-1	99	-0.87	1	-4	105	4	-6	0.98
O=C(C(=C1NCCN1)n1cncn1)c1ccccc1	3	-7	96	0.12	1.1	6	90	-6	10	1.2
CCOC(=O)CS(=O)(=O)c1nc(-c2ccccc2)cc(C(F)(F)F)n1	18	-5	88	-4.5*	1.1	57*	66	-57	43*	1.2
O=C(NC(=S)Nc1ccc(Cc2ccncc2)cc1)c1ccccc1	9	-2	94	0.48	1	-8	111	8	-12	1.4
O=C(CNC(=O)Cn1cnc2sc3c(c2c1=O)CCCC3)NCc1ccccn1	4	-1	101	.	1	4	98	-4	2	1.4
COc1ccc(C(C)=O)c2c(O)cccc12	-54	-5	150*	.	1	5	100	-5	1	0.93
COC(=O)CSc1nc2c(c(=O)n(C)c(=O)n2C)n1CCC(C)C	.	-2	.	1	1	.	.	.	.	0.96
CC(C)n1c(SCC(N)=O)nc2c1c(=O)n(C)c(=O)n2C	-3	-10	105	-0.28	1.1	-6	102	6	-2	1
CN1C(=C2C(=O)OC(C)(C)OC2=O)Sc2ccccc21	9	9	95	.	0.9	-30	130*	30	-33	1.6
COc1ccc(CNC(=O)c2c(O)c3ccccc3n(C)c2=O)cc1OC	27	2	80	.	1	16	104	-16	-5	1.3
COC(=O)c1cc(NC(=O)Cc2cc(OC)c(OC)c(OC)c2)cc(C(=O)OC)c1	4	-8	101	0.19	1.1	-14	96	14	6	0.92
COC(=O)CC1C(=O)NCCN1C(=O)Nc1ccccc1 (stereo unspecified)	-7	-7	107	-0.23	1.1	1	97	-1	3	1.3
O=C(NC12CC3CC(CC(C3)C1)C2)N1CCN(C(=O)C2CCCO2)CC1 (stereo unspecified)	-4	-4	105	0.62	1	8	99	-8	0	1
CCCCOC(=O)C1=C(C)Nc2ncnn2C1c1cccc(OC)c1 (stereo unspecified)	19	-1	92	.	1	-18	90	18	11	0.98
Cc1cc(OC(C)C)nc(-c2ccccc2O)n1	-4	-10	110	-0.19	1.1	3	100	-3	0	1.3
Cc1ccc(C(=O)N/N=C\c2ccc([N+](=O)[O-])s2)cn1	24	2	79	-0.023	1	10	75	-10	28	0.4
CCc1ccc(NC(=O)CSCCO)cc1	-8	-1	112	1.8	1	-22	110	21	-12	1.3
Cc1snc(S(=O)(=O)/C(C#N)=N\Nc2ccccc2)c1C#N	-4	-7	103	1.7	1.1	-6	99	6	-3	1.3
COCCCNC(=O)CS(=O)Cc1nc(-c2cccc(OC)c2)oc1C (stereo unspecified)	10	-1	93	0.49	1	7	95	-7	6	1.3
Cc1cccc(C(=O)O/N=C2\CCS(=O)(=O)c3sccc32)c1	-1	28	111	.	0.7	4	112	-4	-14	0.99
Cn1c(=O)c2c(ncn2CC(=O)Nc2ccc(N3CCOCC3)cc2)n(C)c1=O	4	-8	97	0.026	1.1	4	96	-4	4	0.93
O=C(/C=C/c1ccc2c(c1)OCO2)Nc1nc(-c2ccc(F)cc2F)cs1	22	-1	84	.	1	0	97	0	3	1.1

# Entries of single compounds from above. Order of values: STAT3 inh	FLuc inhib CS	STAT3 activator	ROMK primary	FLuc act counter	APP transl inh	STAT1 act	APP 5'UTR act	STAT1 blocker	NF-kB expr up
# Shown for O=C(NC(=S)Nc1ccc(Cc2ccncc2)cc1)c1ccccc1 → 9	-2	94	0.48	1	-8	111	8	-12	1.4
# Shown for COC(=O)CSc1nc2c(c(=O)n(C)c(=O)n2C)n1CCC(C)C → .	-2	.	1	1	.	.	.	.	0.96

# Continued.
SMILES	STAT3 inh	FLuc inhib CS	STAT3 activator	ROMK primary	FLuc act counter	APP transl inh	STAT1 act	APP 5'UTR act	STAT1 blocker	NF-kB expr up
CCOC(=O)C(C)Sc1ncc(OC)c(Sc2ccc(Cl)cc2)n1 (stereo unspecified)	-1	-9	105	.	1.1	.	90	.	11	0.96
O=C(c1ccc(N2CCCCCC2)c([N+](=O)[O-])c1)N1CCc2ccccc21	-11	-2	107	-0.031	1	6	96	-6	5	1
Cc1cc(C=O)c(C)n1-c1ccc(N2CCCC2)c([N+](=O)[O-])c1	11	-4	95	-0.93	1	-1	102	1	-2	1.1
C=CCn1c(SCc2ccccc2)nc(O)cc1=O	-3	-2	102	-0.2	1	.	100	.	1	1
Cc1cc([N+](=O)[O-])nn1CC(=O)NNC(=S)Nc1ccc([N+](=O)[O-])cc1	-3	-5	109	0.25	1	0	95	0	6	1.1
CC(NS(=O)(=O)c1cccc(Cl)c1)C(=O)Nc1ccc(-c2nc3ccccc3s2)cc1 (stereo unspecified)	-15	-5	113	0.029	1	-46	123	46	-25	1.5
Cc1nn(-c2ccc(F)cc2)c2sc(C(=O)N3CCCCCC3)cc12	-3	-2	105	-1.9	1	-5	99	5	1	1.8
CCCC(=O)c1ccc(N2CCCC2)c(F)c1	8	20	95	0.045	0.8	-43	114	43	-17	1.8
Cc1cc(Nc2ccc(F)cc2)n2nc(C)nc2n1	5	-5	103	.	1.1	20	102	-20	-3	1.1
O=C(NCc1ccc(Cl)cc1)C1CCCO1 (stereo unspecified)	3	-6	101	-0.56	1.1	-6	103	6	-7	1.1
COc1ccc2[nH]c(CN3CCN(C(C)C)C(CCO)C3)c(C)c2c1 (stereo unspecified)	-7	-5	111	-7.8*	1.1	12	101	-12	-3	1.1
Nc1nc2c(nc(SCc3ccccc3Br)n2C2OC(CO)C(O)C2O)c(=O)[nH]1 (stereo unspecified)	-4	-1	107	-1.3	1	-3	99	3	0	0.92
O=C(O)c1ccccc1NCc1ccncc1	4	-6	98	-0.26	1.1	-10	106	10	-6	1.3
Cc1ccccc1NCN1C(=O)C2C3C=CC(C3)C2C1=O (stereo unspecified)	5	-9	100	0.37	1.1	-15	94	15	7	1.8
COCCNc1nc(C)c(C(C)=O)s1	2	-3	100	0.8	1	-2	102	2	-3	0.99
CC(=O)Oc1ccc2c(c1)c(C(C)=O)c(C)n2C	14	1	92	.	1	-27	103	27	-4	0.9
COc1ccc(N2CCN(C(c3cccc(OC)c3OC)c3nnnn3C3CCCC3)CC2)cc1 (stereo unspecified)	5	-4	98	.	1	4	92	-4	8	0.66
COc1ccccc1N1CCN(C(=O)C2CCN(S(=O)(=O)c3ccc(Cl)cc3)CC2)CC1	9	-6	100	.	1.1	-1	98	1	3	0.52
CCN(CC)S(=O)(=O)c1cccc(NC(=O)c2ccccc2Br)c1	10	-1	93	-0.35	1	4	99	-4	1	0.77
CCOC(=O)c1ccn(-c2nc(-c3ccco3)cc(C(F)(F)F)n2)n1	-2	-5	102	.	1.1	-41	107	41	-7	0.49
CC(C)OCCCNC(=O)Cn1ncc2c(=O)oc3ccccc3c21	8	-7	102	.	1.1	-11	84	11	17	1.1
CCOC(=O)c1c(NC(=O)CSc2nnc(-c3c[nH]c4ccccc34)n2C)sc2c1CCCC2	-1	-4	101	-0.74	1	27	101	-27	-1	0.53
S=c1[nH]nc(C2CCCCC2)n1/N=C/c1cccs1	-5	-4	104	.	1	-2	106	2	-7	1.1
CN(C)c1ccc(/C=c2/sc3n(c2=O)NC2(c4ccccc4)N(C)C(=O)N(C)C2(c2ccccc2)N=3)cc1 (stereo unspecified)	-2	-3	105	0.49	1	-3	86	3	16	1.1
CN(C)CCNc1ncnc2c1sc1nc(N3CCOCC3)c3c(c12)CC(C)(C)SC3	2	-6	101	.	1.1	-8	98	8	2	2.8
COc1cc(C(=O)NCc2cn3cccc(C)c3n2)cc(OC)c1OC	11	-1	98	.	1	9	104	-9	-4	1.1
CCOC(=O)Cn1c(S(=O)(=O)Cc2ccccc2)nc2ccccc21	10	-4	96	.	1	-15	102	15	-2	0.96
CCNC(=O)NC(C(=O)OC)C12CC3CC(CC(C3)C1)C2 (stereo unspecified)	-6	-5	109	.	1.1	-20	105	19	-6	0.96
COc1cccc(/C=N/NC(=O)c2cccc([N+](=O)[O-])c2)c1OS(=O)(=O)c1ccc(C)cc1	-5	-10	110	.	1.1	-2	95	2	6	0.6
Clc1ccc(-c2nc3ncccn3c2Cl)cc1	-8	12	108	0.031	0.9	-11	127	11	-33	1.2
CC/C(=N\NC(=O)CCC(=O)NCc1ccccc1)c1ccc(O)cc1	4	-10	99	.	1.1	28	94	-28	4	0.94
